From PubChem
MsrA act – activators of bovine methionine sulfoxide reductase A; AID 602163; activation, % at 10.6 µM; 360,000 compounds, 0.3% hits; purified bovine MsrA, absorbance read-out; in the data active = activation above about 7.5%;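 note: 0% = vehicle and 100% = reference activator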
MT1-MMP act inh – MT1-MMP (human) activation inhibition. HT1080 RFP-PRO-GFP cells, GFP/RFP ratio fluorescence, overnight; percent of plate control window, DMSO zero. 360,000 compounds, 0.061% hits. AID 651647. GFP/RFP ratio change, % at 20 µM. P50281;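 active = GFP/RFP ratio change of at least 30% with cell ATP level not reduced by more than half and red fluorescence within 50% of control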; note: strong numbers were not always called active
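Test system: HT1080 cells expressing an RFP-PRO-GFP fluorescent reporter construct / Compound dosing: single-point 20 µM compound, 1% DMSO / Schedule: cells overnight before dosing, compound overnight, 37 °C, 5% CO2 / Evaluation: GFP/RFP fluorescence ratio / Control set: DMSO and RFP-L50D-GFP cell wells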
SKN-1 inh – inhibitors of C. elegans SKN-1. C. elegans VP596 Pgst-4::GFP/RFP ratio, acrylamide-induced, 24 h. inhibition, % at 21.8 µM. 360,000 compounds, 0.49% hits;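 active = interference check ratio from 0.5 to 1.5 plus GFP to RFP signal ratio inhibition reaching or exceeding a fixed threshold, cut at about 30% in these data, passing the limit was not always enough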; note: some compounds called inactive have numbers as strong as hits
Rin1 Abl inh – inhibitors of human Rin1-Abl protein interaction | P00519+Q13671 | TR-FRET Rin1/Abl binding, biochemical | 360,000 compounds, 0.4% hits | inhibition, % at 7.35 µM | AID 588664; in the data active = inhibition above about 5%, passing the limit was not always enough
E coli Lon inh – E. coli protease La inhibition | AID 602123 | purified E. coli Lon protease, fluorescence polarization | P0A9M0 | inhibition, % at 7.94 µM | 360,000 compounds, 0.42% hits; in the data active = inhibition above about 13%, passing the limit was not always enough;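 note: 0% = enzyme with probe and DMSO and 100% = no enzyme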
NRP1-CendR mod – alters CendR peptide binding to human NRP-1; inhibition, % at 25 µM; 360,000 compounds, 0.85% hits; O14786; FAM-RPARPAR peptide binding to NRP-1, fluorescence polarization;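 active = inhibition or corrected inhibition above about 18%, plus a signal ratio from 0.5 to 1.5, limit read from the data, passing the limit was not always enough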; note: strong numbers were not always called active
Neddyl block – inhibitors of human cullin neddylation. P61081+Q13564. TR-FRET cullin neddylation, biochemical. calls only at 25 µM. 360,000 compounds, 0.58% hits. AID 651699; in the data active = inhibition above about 36%
Target sequence (P61081 whole entry, looked up): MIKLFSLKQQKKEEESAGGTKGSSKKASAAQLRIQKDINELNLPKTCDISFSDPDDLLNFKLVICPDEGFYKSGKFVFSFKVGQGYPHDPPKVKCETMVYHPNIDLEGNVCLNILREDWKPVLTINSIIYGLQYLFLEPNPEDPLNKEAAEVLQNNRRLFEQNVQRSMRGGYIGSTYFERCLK
Target sequence (Q13564 whole entry, looked up): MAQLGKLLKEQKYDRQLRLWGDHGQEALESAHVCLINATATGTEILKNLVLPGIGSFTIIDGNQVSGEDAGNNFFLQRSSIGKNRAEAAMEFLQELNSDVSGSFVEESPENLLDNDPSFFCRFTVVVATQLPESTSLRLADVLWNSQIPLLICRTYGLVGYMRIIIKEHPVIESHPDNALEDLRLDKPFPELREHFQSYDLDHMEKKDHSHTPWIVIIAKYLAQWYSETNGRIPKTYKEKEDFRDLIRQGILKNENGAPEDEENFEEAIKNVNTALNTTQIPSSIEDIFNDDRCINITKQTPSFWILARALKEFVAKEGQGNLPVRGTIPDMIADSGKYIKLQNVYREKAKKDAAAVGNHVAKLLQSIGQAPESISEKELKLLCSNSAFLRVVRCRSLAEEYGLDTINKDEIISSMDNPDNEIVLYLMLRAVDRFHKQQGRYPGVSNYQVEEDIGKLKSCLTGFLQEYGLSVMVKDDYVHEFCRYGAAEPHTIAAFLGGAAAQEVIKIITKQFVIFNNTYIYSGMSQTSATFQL
PABP1 MLLE inh – inhibitors of microRNA-mediated deadenylation, human PABP1 MLLE binding; 360,000 compounds, 0.36% hits; GST-MLLE / FITC-PAM2 fluorescence polarization; P11940; inhibition, % at 20 µM; in the data active = inhibition above about 35%, passing the limit was not always enough;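 note: plate controls were DMSO wells with GST-MLLE for no effect and wells lacking GST-MLLE protein for full effect; some results filed as inactive read as strong as hits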
FAS-TE inh – blocks the thioesterase domain of human fatty acid synthase. inhibition, % at 15 µM. 360,000 compounds, 0.67% hits. recombinant FAS-TE, OMFH fluorogenic substrate, fluorescence endpoint;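 active = compounds whose normalised, plate-corrected inhibition of enzyme fluorescence in the single-dose primary screen is 50% or more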;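 note: 0% = DMSO with enzyme and 100% = substrate without enzyme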
* marks the source's active call; other numbers are inactive results; i = inactive; x = no result given.

Sequence of screens: MsrA act	MT1-MMP act inh	SKN-1 inh	Rin1 Abl inh	E coli Lon inh	NRP1-CendR mod	Neddyl block	PABP1 MLLE inh	FAS-TE inh
CC(=O)COc1ccc2c(C)c(C)c(=O)oc2c1
→ -12	2	-20	1	-6	4	x	16	-8
COc1cccc(COC(=O)Nc2ccccc2)c1OC
→ -2	0	12	0	3	10	i	-1	6
CC1CCN(S(=O)(=O)c2ccc(C(=O)Nc3nnc(-c4ccccn4)o3)cc2)CC1
→ -1	0	10	-1	2	5	i	-1	-9
CCOC(=O)/C(=N\Nc1cccc(C(F)(F)F)c1)N(CCOC)CCOC
→ -3	4	4	-4	-5	0	i	7	7
Cc1ccccc1Cc1c(C)nc2nc(SCC(=O)NCCCN3CCCC3)nn2c1C
→ 0	5	8	-1	5	12	i	-15	-4
CCCCc1nnc(NC(=O)C2CCCO2)s1 (configuration not stated)
→ -2	5	8	4	9	6	i	2	-4
CCc1nnc(NC(=O)c2sc3nc(C)cc(COC)c3c2N)s1
→ -4	1	-1	1	-12	-1	x	12	-2
FC(F)(F)c1cc(Sc2ccccc2)nc(-c2ccccn2)n1
→ -11	-3	-10	-2	-3	11	i	6	0
COc1cccc(NC(=O)CN(C)CC(=O)Nc2ccc(C)cc2Cl)c1
→ -1	-3	-3	-1	-4	-4	i	-2	2
CCOc1ccc(CCNC(=O)COC(=O)c2oc3ccccc3c2COC)cc1OCC
→ -2	1	18	2	-11	2	i	7	4
Cc1noc(C)c1C(=O)N(C)CC(=O)Nc1ccc(F)c(F)c1F
→ -1	-9	1	-1	-8	5	i	1	-4
CC(=O)c1cnc2c(-c3ccc(Cl)cc3)cnn2c1C
→ -15	x	-6	4	-7	-4	i	-16	2
CC1CCc2c(C(=O)NCc3ccccn3)csc2C1 (configuration not stated)
→ -9	4	5	3	9	1	i	17	-9
COc1cc(CN(C(=O)c2cccs2)C2CCS(=O)(=O)C2)cc(OC)c1OC (configuration not stated)
→ -2	-2	6	0	1	-2	i	-21	-2
COc1ccccc1-c1sc2cc3c(cc2c1C#CCO)OCO3
→ -1	0	20	1	-4	1	i	3	7
CC(=O)C1CCC2C3CCC4CC(=O)CCC4(C)C3C(O)CC12C (configuration not stated)
→ -9	0	12	2	1	5	i	2	-4
O=C(Nc1cnc2ccccn2c1=O)c1ccc(Cl)cc1Cl
→ 2	5	-2	2	-1	2	i	-2	6
Cc1ccc(NC(=O)Cn2c(=O)c3cccn3c3ccccc32)c(Cl)c1
→ -14	3	1	-1	-17	-5	i	-6	3
Cn1c(=O)c2c(nc(N/N=C/c3cccnc3)n2Cc2ccccc2)n(C)c1=O
→ -4	2	-2	-8	2	-4	i	-16	-4
Cc1ccccc1-c1nnc(SCC(=O)NCC2CCCO2)o1 (configuration not stated)
→ -4	3	-8	1	3	2	i	6	-6
CC(C)NC(=O)CSCc1cccc(Br)c1
→ -3	4	3	-2	-6	-3	i	4	-10
Cc1ccc(C(=O)CSc2nnc(-c3ccco3)o2)o1
→ -1	0	0	-3	-5	9	i	-1	-8
Cc1ccc(C)c(OCC(=O)Nc2ccccc2C(=O)N2CCOCC2)c1
→ -4	-1	5	1	-2	14	i	10	-4
Cc1noc(C)c1NC(=O)N(C)C[C@H]1Oc2c(NC(=O)Nc3ccccc3)cccc2C(=O)N([C@H](C)CO)C[C@@H]1C
→ -13	-1	-5	2	-6	1	i	3	5
Cc1nc2ccc(NC(=O)C3=NN(C)C(=O)CC3)cc2s1
→ -5	1	-4	0	-6	-8	i	7	-8
CC(C(=O)Nc1ccccc1C#N)N1C(=O)NC2(CCCCCC2)C1=O (configuration not stated)
→ -4	0	-6	0	-2	7	i	4	-4
O=[N+]([O-])c1cc([N+](=O)[O-])c2oc(-c3ccccc3)c(Br)c2c1O
→ 0	-1	2	-3	-1	-34	i	8	4
O=C1c2ccccc2C(=O)N1c1ccc(Cl)cn1
→ 0	7	-10	0	-6	0	i	10	-5
CCN1C(=O)NC(c2ccccc2)C1=O (configuration not stated)
→ -12	4	1	-2	-8	-8	i	-5	-5
Cc1c(C(=O)Nc2nnc(C3CC3)s2)oc2c(Cl)cccc12
→ -3	-13	6	-4	1	-9	i	-10	-2
COc1c(Br)cc(C(N)=O)cc1OCc1ccccc1
→ -4	4	10	0	9	1	i	6	21
COCCOC(=O)c1[nH]c2c(c1C)C(=O)CC(c1ccc(F)cc1)C2 (configuration not stated)
→ -2	-6	-5	0	-8	-3	i	-15	-4
OC(CNC1CCCC1)COc1ccc(Cl)cc1 (configuration not stated)
→ 2	1	14	0	-9	-1	i	-5	-2
COc1ccc(CCC(=O)c2ccc(OC)cc2)cc1
→ -9	x	6	1	3	0	i	-8	16
CNc1nc(SC)nc2ccsc12
→ 0	1	11	-3	3	4	i	-2	-2
CCN(Cc1nc2cc(Cl)ccc2c(=O)[nH]1)C(=O)CN1C(=O)NC2(CCCCC2C)C1=O (configuration not stated)
→ 0	0	29	3	6	-12	i	-22	-3
CC(C)c1ccc(/C=C2\SC(=O)N(CC(=O)NCCCn3ccnc3)C2=O)cc1
→ -2	8	17	-5	-3	9	i	23	-18
CC(=O)N1c2ccccc2Oc2cc3ccccc3cc21
→ -6	11	4	-3	-4	-12	i	-2	22
Cc1ccc2nc(-c3ccc(NC(=O)CNC4CC4)cc3)sc2c1
→ 1	15	2	-3	2	-6	i	-8	4
COc1ccc(CCNC(=S)N2CCN(S(=O)(=O)c3ccccc3)CC2)cc1
→ -5	1	15	4	-2	-3	i	-93	20
O=C(NNC(=O)c1ccc(NC(=O)c2ccccc2)cc1)c1ccc(F)cc1
→ 0	-2	4	0	-6	3	i	-4	-5
O=C(N/N=C/c1cccnc1)c1cccc(S(=O)(=O)Nc2cccc(Cl)c2)c1
→ -9	2	0	0	-7	10	i	3	-7
CN(C(=O)c1ccc(-c2nn(C)c(=O)c3ccccc23)cc1)C1CCCCC1
→ -2	1	8	0	-6	1	i	1	-1
COc1ccc(NC2=NC(=S)N(c3ccc(C)cc3)C23CCCCC3)cc1
→ -5	-3	-1	0	-2	-6	i	-84	-5
COC(=O)c1ccc(N2CCN(C)CC2)c(NC(=O)COc2ccc(OC)cc2)c1
→ -10	1	-4	2	-11	8	i	-8	0
CCCCN(CC)CCNC(=O)CNC(=O)Cn1ccc2ccccc2c1=O
→ 0	-1	4	-1	5	7	i	-2	-5
COc1cc2ncnc(NCc3ccc(Cl)cc3)c2cc1OC
→ 0	5	17	3	-1	-24	i	-12	4
CCOC(=O)c1cc(C#N)c(N2CCCCC2)nc1-c1ccccc1
→ -3	-5	3	-4	7	1	i	-5	19
COCCOc1cc2ncnc(N3CCC(C(=O)O)CC3)c2cc1OCCOC
→ -5	2	-7	0	5	11	i	7	0
Cc1ccc(N(CC(=O)NC2CCCC2)C(=O)c2nsc(Cl)c2Cl)cc1
→ 1	2	3	0	6	5	i	-11	7
c1ccc(NN=C2c3ccccc3-c3ccccc32)cc1
→ -2	-2	7	0	-4	1	i	6	31
COc1ccccc1OCCn1c(C(C)O)nc2ccccc21 (configuration not stated)
→ -1	1	-1	1	3	-1	i	14	-5
COc1ccc(-c2oc3ccc(N4CCOCC4)cc3c2C#CC2(O)CCCCC2)cc1
→ -2	11	9	5	2	6	i	-9	38
CCCc1nc2ccccc2n1C(CC)C(=O)NC(C)(C)C (configuration not stated)
→ x	3	12	x	x	-10	i	x	x
C/C(=N\O)C(=O)Nc1ccccc1
→ -5	-2	-8	-2	5	4	i	-4	-4
CCNC(=O)C1(C)CCN(C(=O)c2c(-c3ccccc3)noc2C)C1 (configuration not stated)
→ 0	1	12	-3	3	-5	i	12	-7
CC(C)Oc1ccc(/C=C(\C#N)C(=O)NC2CC2)cc1
→ -2	2	3	0	3	3	i	3	-2
CN(C(=O)c1cccc(NC(=O)Cc2ccc(NC(=O)C3CCN(C(=O)c4ccccc4)CC3)cc2)c1)C1CC1
→ -1	0	5	0	1	-2	i	7	-3
Cc1ccc(NC(=S)NCc2ccccc2Cl)c(C)c1
→ 1	0	4	4	0	5	i	-41	1
CCCOC(=O)CCn1c(=S)oc2ccccc21
→ -6	-2	0	0	2	11	i	0	4

Following part:
Sequence of screens: MsrA act	MT1-MMP act inh	SKN-1 inh	Rin1 Abl inh	E coli Lon inh	NRP1-CendR mod	Neddyl block	PABP1 MLLE inh	FAS-TE inh
CCCn1c(CN2CCN(C(=O)c3ccco3)CC2)nc2c1c(=O)n(C)c(=O)n2C
→ 1	-1	10	1	-11	-1	i	3	-3
O=C1CN(C(=O)c2ccco2)C(c2ccccc2)c2cc(Cl)ccc2N1 (configuration not stated)
→ -4	-10	7	3	-4	-3	i	-3	-2
CCOC(=O)c1c(C)n(-c2ccc(C)cc2)c2ccc(OCC(O)CNCC3CCCO3)cc12 (configuration not stated)
→ 0	-4	-3	1	4	-12	i	-2	4
CCN(CC(=O)Nc1sc2c(c1C#N)CCC(C)C2)CC(=O)NC1CCS(=O)(=O)C1 (configuration not stated)
→ -2	-3	-3	-2	-13	-5	i	-6	19
COC(=O)c1c(NC(=O)CN2CCN(C(=O)c3ccco3)CC2)c2c(C)cccc2n1C
→ -5	0	10	-3	0	-35	i	-13	-5

Structures shown so far with a furan ring, fused or not (8):
Sequence of screens: MsrA act	MT1-MMP act inh	SKN-1 inh	Rin1 Abl inh	E coli Lon inh	NRP1-CendR mod	Neddyl block	PABP1 MLLE inh	FAS-TE inh
CCOc1ccc(CCNC(=O)COC(=O)c2oc3ccccc3c2COC)cc1OCC
→ -2	1	18	2	-11	2	i	7	4
Cc1ccc(C(=O)CSc2nnc(-c3ccco3)o2)o1
→ -1	0	0	-3	-5	9	i	-1	-8
O=[N+]([O-])c1cc([N+](=O)[O-])c2oc(-c3ccccc3)c(Br)c2c1O
→ 0	-1	2	-3	-1	-34	i	8	4
Cc1c(C(=O)Nc2nnc(C3CC3)s2)oc2c(Cl)cccc12
→ -3	-13	6	-4	1	-9	i	-10	-2
COc1ccc(-c2oc3ccc(N4CCOCC4)cc3c2C#CC2(O)CCCCC2)cc1
→ -2	11	9	5	2	6	i	-9	38
CCCn1c(CN2CCN(C(=O)c3ccco3)CC2)nc2c1c(=O)n(C)c(=O)n2C
→ 1	-1	10	1	-11	-1	i	3	-3
O=C1CN(C(=O)c2ccco2)C(c2ccccc2)c2cc(Cl)ccc2N1 (configuration not stated)
→ -4	-10	7	3	-4	-3	i	-3	-2
COC(=O)c1c(NC(=O)CN2CCN(C(=O)c3ccco3)CC2)c2c(C)cccc2n1C
→ -5	0	10	-3	0	-35	i	-13	-5
